Screening data: PubChem, National Center for Advancing Translational Sciences (NCATS)
CXXC DNA block – MLL CXXC-DNA interaction inhibition; Q03164; MLL-CXXC / FITC-HOXA9 DNA fluorescence polarization; Potency, µM (top dose mostly 115 µM), without a hit: at the highest dose activity change, negative = inhibition, usual class: inhibitors; actives 0.037% (n = 290,000); active = well fitted inhibition curve with a large enough effect in the polarisation, with a control signal flat, not every such curve was filed as active; inconclusive = small, poorly fitted or top-dose-only effect, or effect the other way, or a change in a side signal; inactive = no such curve, though single readings can be large or run the other way; the % refers to the polarisation; note: potency is the fitted concentration of half-maximal effect
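Fluorescence polarization: 7 uM MLL-CXXC (stock) preincubated 5 min with compounds, then 50 nM fluorescein-HOX-A9 DNA (stock) added; 30 min ambient. Buffer 50 mM Tris-HCl pH 7.5, 50 mM NaCl, 1 mM DTT, 0.05% BSA.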
a7 integrin act – activates integrin-mediated alleviation for muscular dystrophy; alpha7betagal myoblasts, beta-gal FDG fluorescence, 48 h; Potency, µM (top dose mostly 38.3 µM), inactives show top-dose activation, usual class: activators; actives 0.064% (n = 350,000);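 note: potency is the fitted concentration of half-maximal effect; 100% = response of the positive control SU9516; nearly all actives have a fitted effect of over 60% in size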
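Alpha7betagal+/- myoblasts (passage 13) were plated 16-24 hr, then exposed to compounds (1:260 dilution of DMSO stock) for 48 hours at 37C. After MPER lysis, β-galactosidase reporter activity was read as FDG fluorescence (ex 480/em 540) after 30 minutes.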
ELG1 DNA repair – ELG1-dependent DNA repair inhibition; HEK293T ELG1-luciferase reporter, luminescence, 16 h; DNA damage induced by 5-fluorouridine; actives 2.3% (n = 330,000); Potency, µM (titrated, usually from 46.1 µM), inactives show at the highest dose activity change, negative = inhibition, actives largely listed as inhibitors; AID 504467; note: potency is the fitted concentration of half-maximal effect; % is set by controls: 0 for no effect and ±100 for the full control effect; nearly all actives have a fitted effect of over 55% in size
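Quantitative HTS, concentration-response format. 2,000 cells/well co-treated with 5-fluorouridine and compound, 16 hr in 5% CO2 at 37 °C; ONE-Glo luminescence read after 30 min.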
TCR act – activators of T cell receptors; primary human leukocytes, anti-CD3, IL-2 HTRF, 48 h; 330,000 tested, under 10 active; Potency, µM (doses to about 9.22 µM), for inactives: at the top dose activation of IL-2 secretion, actives largely listed as activators; note: % of control where 0% means no effect
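Primary human leukocytes receive a-CD3 beads and test compound and are incubated 48 hr. Secreted IL-2 is then assayed by HTRF, measuring 665nm acceptor emission after 320nm excitation of the europium donor.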
PTAP TSG101 blk – blocks PTAP/TSG101 interaction to inhibit HIV-1 budding. Potency, µM (highest dose often 115 µM), inactives show top-dose activity change, negative = inhibition, actives largely listed as inhibitors. Q99816. Fluorescence polarization, FITC-PTAP peptide / Tsg101 binding. 340,000 tested, under 10 active; active = well fitted inhibition curve with a large enough effect in the main read-out, with a control signal flat, not every such curve was filed as active; inconclusive = small, poorly fitted or top-dose-only effect, or effect the other way, or a change in a side signal; inactive = no such curve, though single readings can be large or run the other way; note: potency is the fitted concentration of half-maximal effect; % of control where 0% means no effect
Target sequence (Q99816 whole entry, looked up): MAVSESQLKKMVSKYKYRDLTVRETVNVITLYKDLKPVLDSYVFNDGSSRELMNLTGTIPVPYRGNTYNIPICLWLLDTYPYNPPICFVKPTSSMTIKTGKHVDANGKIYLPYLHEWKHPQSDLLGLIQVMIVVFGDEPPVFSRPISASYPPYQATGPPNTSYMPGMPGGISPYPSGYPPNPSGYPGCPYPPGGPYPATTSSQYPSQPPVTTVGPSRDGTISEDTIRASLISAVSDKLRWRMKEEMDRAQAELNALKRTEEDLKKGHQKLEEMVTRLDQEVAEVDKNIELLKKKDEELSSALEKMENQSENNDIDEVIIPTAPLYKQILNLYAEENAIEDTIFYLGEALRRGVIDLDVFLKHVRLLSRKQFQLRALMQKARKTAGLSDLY
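Compounds were pin-transferred onto Tsg101 binding domain (10 uM final) in HEPES pH 7.5 buffer, then FITC-PTAP peptide was added at 50 nM final. After 20 min at RT, polarization reported peptide displacement across a qHTS concentration series.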
B2AR arrestin – recruits beta-arrestin to the human beta2-adrenergic receptor | beta-arrestin recruitment to beta2AR, cell-based reporter | Potency, µM (titrated, usually from 46.1 µM), inactives show top-dose activation, most hits filed as activators | actives 0.02% (n = 330,000) | AID 492947;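 note: potency is the fitted concentration of half-maximal effect; 0% = DMSO controls and full agonism = EC100 isoproterenol or metaproterenol; nearly all actives have a fitted effect of over 65% in size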
Target sequence (P07550 whole entry, looked up): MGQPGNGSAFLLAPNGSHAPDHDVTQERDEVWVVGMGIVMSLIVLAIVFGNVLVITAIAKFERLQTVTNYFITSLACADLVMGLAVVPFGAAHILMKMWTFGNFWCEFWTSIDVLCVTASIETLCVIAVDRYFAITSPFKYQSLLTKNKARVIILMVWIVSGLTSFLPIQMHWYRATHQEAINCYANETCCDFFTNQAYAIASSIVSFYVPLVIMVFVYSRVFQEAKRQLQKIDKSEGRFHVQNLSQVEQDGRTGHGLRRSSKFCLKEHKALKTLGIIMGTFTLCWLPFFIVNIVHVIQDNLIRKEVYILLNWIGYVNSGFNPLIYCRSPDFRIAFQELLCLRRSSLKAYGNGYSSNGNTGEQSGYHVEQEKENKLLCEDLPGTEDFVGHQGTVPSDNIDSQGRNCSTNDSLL
AT treatment – potential ataxia-telangiectasia treatment; […] A-T fibroblasts, KAP-1 phosphorylation AlphaLISA; neocarzinostatin DNA damage 30 min before lysis; Potency, µM (highest dose often 57.5 µM), without a hit: at the top dose activation, usual class: activators; actives 0.19% (n = 320,000); note: potency is the fitted concentration of half-maximal effect; % of control where 0% means no effect; nearly all actives have a fitted effect of over 45% in size
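hTERT-immortalized A-T patient fibroblasts ([…]), 500 cells/well in OPTI-MEM, 1% FBS, got compounds for 60 min, then NCS for 30 min at 37C. Lysates were then assayed for phospho-KAP-1 by AlphaLISA (anti-pKAP1 donor, anti-KAP1 acceptor beads), 6 hr at 25C.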
p53 reactivation – re-activators of mutant p53 | actives 0.063% (n = 320,000) | Potency, µM (highest dose often 92.2 µM), without a hit: at the highest dose activity change, positive = activation, hits mostly activators | H1299 p53-A138V BP100-luciferase reporter, luminescence, 24 h; note: potency is the fitted concentration of half-maximal effect; % of control where 0% means no effect; nearly all actives have a fitted effect of over 45% in size
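p53-null H1299 cells stably carrying temperature-sensitive p53-A138V and a BP100-luciferase reporter were pinned with compounds (4-point, 1:5 series) and held 24 hrs at 37 deg C. Luminescence was read 10 min after detection reagent.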
BRCA1 expr up – activators of BRCA1 expression; Potency, µM (titrated, usually from 46.1 µM), for the others: at the top dose activation, hits mostly activators; actives 1.1% (n = 380,000); MCF7-BRCA1-FFLuc reporter, luminescence, 48 h; response scale: scaled: vehicle 0%, 10 µM genistein 100%; note: potency is the fitted concentration of half-maximal effect; nearly all actives have a fitted effect of over 80% in size; some results filed as inactive show a strong effect at the top dose
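Reporter cells (MCF7, BRCA1 promoter-firefly luciferase) received library compounds across a concentration series for 48 h. End-point luminescence was measured and concentration-effect curves derived after normalization.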
TRPV1 ag – agonists of human vanilloid receptor 1 (TRPV1). TRPV1-expressing cells, Fluo-8 calcium influx, agonist mode. activation, % at 8.33 µM. actives 0.19% (n = 320,000); in the data active = activation above about 80%; inconclusive = between about 30% and that limit; note: 0% is about no effect
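TRPV1-expressing cells were cultured overnight at 35.5C and loaded with Fluo-8 calcium dye for 40 to 90 min at room temperature. After a 10 s baseline, compound was added and calcium influx was read kinetically for 3 min (ex 480/em 520 nm).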
Starred values were filed as active, the others as inactive; ? = inconclusive; . = not tested or not shown; [ ] = remark or other dose. Unless noted, calls come from the whole dose curve; as a rule, active = well fitted curve in the direction sought with a large enough effect; inconclusive = small, poorly fitted or top-dose-only effect, or another doubt; inactive = no such curve, though single readings can be large; an effect the other way counts as inactive or inconclusive.

A first look, 2 compounds:
SMILES	CXXC DNA block	a7 integrin act	ELG1 DNA repair	TCR act	PTAP TSG101 blk	B2AR arrestin	AT treatment	p53 reactivation	BRCA1 expr up	TRPV1 ag
CNC(=O)COC(=O)/C=C/c1cccc(F)c1	-20%	-11%	15%	-3%	-2%	-0.1%	1%	2%	-1%	20
O=C(NCc1ccncc1)c1cn(-c2ccccc2)nc1-c1cccnc1	9%	-2%	-1%	5%	1%	0.1%	18%	4%	-24%	18

Main list, repeating the preview:
SMILES	CXXC DNA block	a7 integrin act	ELG1 DNA repair	TCR act	PTAP TSG101 blk	B2AR arrestin	AT treatment	p53 reactivation	BRCA1 expr up	TRPV1 ag
CNC(=O)COC(=O)/C=C/c1cccc(F)c1	-20%	-11%	15%	-3%	-2%	-0.1%	1%	2%	-1%	20
O=C(NCc1ccncc1)c1cn(-c2ccccc2)nc1-c1cccnc1	9%	-2%	-1%	5%	1%	0.1%	18%	4%	-24%	18
COCCNC(=O)CN(C(=O)Cn1nnc2ccccc21)c1ccccc1	-1%	-19%	2%	0%	-6%	-0.7%	-2%	-2%	-7%	-3
COC(=O)CCCC(=O)N1CCCC(C(=O)c2ccc(-c3ccccc3)cc2)C1 (configuration not stated)	10%	16%	-8%	.	-4%	0.3%	1%	.	3%	3
CC(Sc1n[nH]c(N)n1)C(=O)NC1CCCCC1C (configuration not stated)	-5%	-21%	-3%	-3%	1%	-0.7%	8%	-13%	10%	1
N#CCSc1nnc(COc2ccccc2)n1-c1ccccc1	28%	-2%	-26%	1%[46.1 µM]	-5%	-1.1%	.	-6%	-22%	-1
CCCCCC(=O)N/N=C(\C)c1ccc(NC(=O)c2ccco2)cc1	0%	-8%	?	-3%	0%	0.0%	5%	8%	36%	3
Fc1ccc(-n2c(Cc3ccccc3)nnc2SCc2nc(-c3ccc(Cl)cc3)no2)cc1	-14%	3%	-24%	-2%	-5%	-0.1%	.	-3%	-42%	3
COc1ccc(C)cc1NC(=O)c1c([N+](=O)[O-])cnn1C	9%	1%	12%	.	-1%	0.6%	9%	25%	-13%	1
O=C(O)c1ccc(N/N=C/C=C/c2ccccc2[N+](=O)[O-])cc1	18%	-3%	?	-12%	-4%	-0.2%	-5%	25%	?	-5
Oc1ccccc1N1CCN(C(=S)Nc2ccc(SC(F)F)cc2)CC1	12%	16%	7%	-8%	1%	-0.9%	8%	-2%	9%	?
O=C(Nc1ccc(Cl)cc1C(=O)NCC1CCCO1)c1ccc(Cl)cc1Cl (configuration not stated)	10%	-3%	?	1%[46.1 µM]	1%	3.6%	-1%	-4%	-39%	?
CCSc1ncnc2c(C#N)c3n(c12)CCCCC3	5%	5%	-23%	1%	-6%	-0.1%	6%	-24%	-10%	20
Cc1ccc(S(=O)(=O)NCC(C)n2cncn2)cc1C (configuration not stated)	9%	0%	2%	11%	-4%	-0.4%	8%	-1%	-18%	-1
Cc1cc(C)cc(N(CCC#N)C(=O)CSc2ncnc3sccc23)c1	.	15%	?	-2%	0%	-0.3%	9%	-11%	-1%	1
COc1ccc(-n2c(CN3CCC(C)CC3)nc3ccc([N+](=O)[O-])cc3c2=O)c(OC)c1	15%	-26%	-10%	6%	-1%	0.3%	2%	20%	-10%	5
O=C(CN1C(=O)c2ccccc2C1=O)N1CCN(S(=O)(=O)c2ccccc2)CC1	21%	2%	0%	-2%	0%	-0.4%	-1%	6%	2%	3
O=C(CCc1nc2ccccc2n1-c1ccccc1)NCCO	13%	-9%	1%	-10%[46.1 µM]	0%	-0.8%	-2%	-2%	3%	0
O=C(NCc1n[nH]c(=S)n1-c1ccc(F)cc1)c1ccc(S(=O)(=O)N2CCOCC2)cc1	1%	-34%	-9%	13%	0%	0.2%	2%	-1%	21%	1
COc1ccc(N2CCN(C(=O)COC(=O)c3cc(S(=O)(=O)N(C)C)ccc3N3CCCC3)CC2)cc1	.	2%	?	-5%	1%	-0.1%	-2%	-7%	-18%	-3
Cc1ccccc1C(=O)NC(NC(=O)c1ccccc1C)c1cccc([N+](=O)[O-])c1	4%	?	3%	-5%[46.1 µM]	?	-1.3%	-1%	-1%	-41%	2
C[C@H](CO)N1C[C@H](C)[C@@H](CN(C)S(=O)(=O)c2ccc(F)cc2)Oc2c(NC(=O)CCC(F)(F)F)cccc2C1=O	.	1%	2%	7%	-2%	0.0%	-2%	3%	0%	.
O=C(Nc1ncc2c(n1)-c1ccccc1OC2)c1cccc([N+](=O)[O-])c1	2%	13%	-19%	.	-2%	-0.1%	1%	0%	-2%	1
COc1ccccc1OCC(=O)Nc1nc2c(s1)CCCC2	-4%	10%	?	-5%	1%	-0.2%	-1%	?	79%	-5
COc1ccccc1NC(=O)C[n+]1ccccc1C	-2%	2%	?	0%	-2%	3.6%	13%	8%	-25%	-3
CCOC(=O)C1CCN(c2c(NCCN3CCCCC3C)c(=O)c2=O)CC1 (configuration not stated)	-5%	-2%	18%	-3%[46.1 µM]	-9%	0.0%	7%	1%	-2%	-4
Cc1cc(=O)oc2c1ccc1ccccc12	?	-7%	-4%	-2%	-3%	0.0%	0%	-1%	30%	-2
COc1cccc(C2CC(c3ccccc3)Nc3nc(N)nn32)c1 (configuration not stated)	3%	0%	8%	3%	-5%	-0.6%	7%	1%	0%	-1
O=C(COC(=O)CCC1CCCC1)Nc1ccccc1OC(F)F	2%	11%	-14%	-5%	0%	0.0%	-11%	6%	6%	?
Cc1ccc(C(=O)NCCCNC(=O)c2ccc(Cl)cc2)cn1	7%	9%	-14%	-4%	-1%	0.0%	0%	-4%	6%	0
CC(C)NC(=O)Nc1ccc2c(c1)C(=O)N([C@H](C)CO)C[C@@H](C)[C@@H](CN(C)C(=O)NC1CCCCC1)O2	.	16%	-8%	-9%	-2%	-1.6%	3%	5%	0%	.
CCOC(=O)C(C#N)=CN1CCN(C(=O)CCCl)c2ccccc21	.	-37%	.	8%	-1%	.	.	.	-51%	.
CC1=NN(c2nc(N)nc(/C(C#N)=C/c3ccc([N+](=O)[O-])o3)n2)C(C)(C)C1	.	-30%[inhibitor]	.	0%	-2%	.	.	.	-31%	.
CCN1CCN(CCCNC(=O)c2ccc3c(=O)n(CCc4ccccc4)c(=O)[nH]c3c2)CC1	14%	-6%	-14%	-1%	1%	0.5%	-2%	-8%	-3%	-2
O=C(Nc1nc2ccccc2[nH]1)c1cccc(S(=O)(=O)N2CCOCC2)c1	18%	-12%	-11%	-1%[46.1 µM]	-5%	-0.5%	-2%	6%	44%	80*
CC(=O)c1cc(C#N)c(Oc2cc(C)cc(C)c2)nc1C	-21%	29%	-16%	-6%	-1%	-0.5%	-1%	-18%	-21%	0
c1ccc(CCNCC2COc3ccccc3O2)cc1 (configuration not stated)	-2%	41%	0%	-3%	-6%	0.0%	7%	4%	?	19
COc1ccccc1-c1nc(SCC(=O)N(C)c2ccccc2)c2c(=O)n(C)c(=O)n(C)c2n1	3%	8%	11%	12%	3%	0.3%	-3%	0%	-7%	3
COc1ccc(C(=O)COc2nc(C)cc(C)c2C#N)cc1	13%	-11%	0%	6%	-7%	-0.4%	10%	9%	0%	0
Cc1cccc2c1-c1sc(C(=O)N3CCc4ccccc4C3)cc1CO2	7%	25%	?	6%	-10%	-0.5%	?	?	48%	-2
Cc1c(N2C(=O)CSC2c2ccccc2)c(=O)n(-c2ccccc2)n1C (configuration not stated)	-2%	?	4%	-2%	0%	0.2%	-12%	0%	-10%	1
CCOC(=O)N1CCN(C(=S)NC)CC1	0%	-2%	12%	0%	-13%	7.2%	4%	-1%	24%	-3
CCn1c(SCC(=O)N2CCN(c3ccccc3)CC2)nc2c(c1=O)SC(C)C2 (configuration not stated)	0%	28%	23µM*	-6%[46.1 µM]	1%	-0.9%	1%	-14%	-16%	1
O=C(CCNS(=O)(=O)c1cccs1)N1CCN(c2ccc(F)cc2)CC1	4%	19%	-2%	-6%	3%	0.1%	-2%	-3%	17%	3
O=C1N/C(=N/Nc2ccccc2)S/C1=C\c1ccccc1	-8%	25%	28%	2%	3%	0.3%	-10%	15%	-3%	13
CC(=O)NS(=O)(=O)c1ccc2sc(C)nc2c1	0%	-4%	3%	-5%	-5%	-0.1%	-6%	1%	-3%	-4
Cc1ccc(-n2nc(N)c3c(=O)oc(N(C)C)nc32)cc1	4%	28%	-11%	3%	-3%	0.6%	-5%	2%	-25%	10
Cc1nnc(SCC(=O)NCc2cccs2)[nH]c1=O	-8%	-15%	9%	8%	-2%	-0.1%	4%	-3%	9%	-4
CCOc1cc2[nH]c(=S)n(CC3CCCN3CC)c(=O)c2cc1OCC (configuration not stated)	14%	-6%	-4%	-12%	5%	-0.3%	9%	5%	0%	-2
